# Compound activity from PubChem BioAssay.
# VLA-4 inh: inhibition in a human VLA-4 binding assay; inhibition, % (about 7 µM as worked out from the volumes in the protocol); AID 2557; 330,000 tested, 0.2% active; VLA-4 expressing cells, ligand binding flow cytometry; P13612; in the data active = inhibition above about 50%
# CR mimetic SO: yeast age-related superoxide inhibition as caloric restriction mimetic; AID 2690; superoxide response (% of plate mean), % at 10 µM; 330,000 tested, 0.18% active; S. cerevisiae aged cells, superoxide DHE fluorescence; active compounds read low;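 active = superoxide response under a set limit, about three screen SD below normal, cut at about 65% in these data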;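 note: yeast aged for seven days with compound at 30 °C before DHE staining; 100% = average MFI of all compound-treated wells on the plate with controls excluded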
# MCL1 BIM primary: MCL1-BIM-BH3 interaction inhibition (human); Q07820; AID 2057; GST-MCL1 / FITC-Bim-BH3 fluorescence polarization; 320,000 tested, 0.68% active; inhibition, % at 10.9 µM;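 active = inhibition above the mean inhibition of all tested compounds plus 3 SD, set per campaign, cut at about 40% in these data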;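 note: 0% = DMSO wells and 100% = unlabeled Bim-BH3 peptide control; higher means more loss of mP so more displacement of Bim peptide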
# Target sequence (Q07820 whole entry, looked up): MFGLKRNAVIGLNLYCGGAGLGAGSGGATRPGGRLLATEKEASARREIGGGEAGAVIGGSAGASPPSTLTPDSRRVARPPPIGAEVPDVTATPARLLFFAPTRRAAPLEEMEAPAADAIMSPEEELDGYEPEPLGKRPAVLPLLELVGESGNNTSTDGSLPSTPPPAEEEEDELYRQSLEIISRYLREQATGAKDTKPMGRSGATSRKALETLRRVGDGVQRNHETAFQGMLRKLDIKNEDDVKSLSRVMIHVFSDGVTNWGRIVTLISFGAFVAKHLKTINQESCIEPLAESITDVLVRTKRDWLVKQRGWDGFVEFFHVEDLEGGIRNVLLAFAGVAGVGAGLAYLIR
# AGP1-GFP MLPCN: yeast TOR pathway AGP1-GFP modulation; S. cerevisiae AGP1-GFP multiplex flow cytometry, 3 h; GFP as percent of DMSO wells; GFP response vs DMSO, % at 10 µM; 320,000 tested, 0.02% active; AID 2066;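 active = GFP response relative to DMSO above a set limit, near screen average plus 3 SD, cut at about 150% in these data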;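 note: median GFP channel fluorescence of the gated AGP1 strain per well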
# CIT2-GFP yeast: modulators of TOR pathway CIT2-GFP in S. cerevisiae; S. cerevisiae CIT2-GFP strain, flow cytometry, 3 h; 100 means same as DMSO wells; GFP response vs DMSO, % at 10 µM; 320,000 tested, 0.065% active; AID 2029;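 active = GFP response relative to DMSO above a set limit, near the screen mean plus 3 SD, cut at about 150% in these data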;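 note: ratio of well median GFP fluorescence to mean of DMSO wells on the plate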
# MEX-5 binding: C. elegans MEX-5 TCR-2 RNA binding activity. MEX-5/FITC-TCR2 RNA binding, fluorescence polarization; active compounds read low. AID 1832. Q9XUB2. activity score (negative = inhibition of binding), % at 10 µM. 300,000 tested, 0.38% active;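 active = inhibition past about -25% in most replicates, and total fluorescence under double the plate's negative control median, limit read from the data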;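 note: 0% = DMSO and -100% = 5 µM competing unlabeled TCR2 RNA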
# BCLXL inh: blocks human Bcl-xL binding to Bim BH3 peptide; GST-Bcl-xL / FITC-Bim BH3 peptide fluorescence polarization; inhibition, % at 10.9 µM; 320,000 tested, 0.7% active; AID 2129;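 active = inhibition above the mean of all tested compounds plus 3 SD, cutoff set per campaign, cut at about 30% in these data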;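 note: 0% = DMSO wells and 100% = unlabeled Bim-BH3 peptide competitor; inhibitors lower millipolarization by displacing the labeled peptide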
# Target sequence (Q07817 whole entry, looked up): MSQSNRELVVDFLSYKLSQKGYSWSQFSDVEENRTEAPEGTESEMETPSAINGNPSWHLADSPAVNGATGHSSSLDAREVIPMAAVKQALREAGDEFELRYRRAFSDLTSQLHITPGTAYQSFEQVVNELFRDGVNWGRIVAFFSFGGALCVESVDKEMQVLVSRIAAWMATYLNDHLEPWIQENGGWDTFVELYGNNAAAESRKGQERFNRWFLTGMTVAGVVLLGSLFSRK
# GLD-1 TGE inh: GLD-1-TGE RNA interaction inhibition (C. elegans) | purified GLD-1 + fluorescein TGE RNA, fluorescence polarization | inhibition, % at 5.96 µM | 320,000 tested, 0.44% active | AID 2280;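 active = percent inhibition above a per-plate cutoff, the plate mean of test compounds plus 3 SD, cut at about 30% in these data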;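 note: 0% = DMSO wells with GLD-1 and probe and 100% = wells lacking GLD-1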
# Target sequence (Q17339 whole entry, looked up): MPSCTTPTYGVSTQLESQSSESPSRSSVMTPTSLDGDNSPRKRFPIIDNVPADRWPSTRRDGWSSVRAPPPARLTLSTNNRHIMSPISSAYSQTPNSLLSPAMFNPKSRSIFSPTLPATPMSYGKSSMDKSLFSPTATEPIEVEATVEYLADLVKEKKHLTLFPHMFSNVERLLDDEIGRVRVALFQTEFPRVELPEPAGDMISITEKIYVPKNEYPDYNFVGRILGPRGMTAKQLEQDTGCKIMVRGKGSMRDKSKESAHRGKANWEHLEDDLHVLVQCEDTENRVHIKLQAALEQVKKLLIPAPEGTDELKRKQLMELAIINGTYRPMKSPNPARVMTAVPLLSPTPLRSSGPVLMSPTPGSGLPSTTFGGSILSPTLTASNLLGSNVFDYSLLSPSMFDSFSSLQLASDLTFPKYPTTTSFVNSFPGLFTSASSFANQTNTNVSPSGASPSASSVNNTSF
# GRK2 aptamer HTS: inhibitors of human GRK2 displacing RNA aptamer | 330,000 tested, 0.59% active | bead flow cytometry, FAM-aptamer displacement from GRK2 | P25098 | inhibition of aptamer binding, % at 10 µM;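 active = inhibition of aptamer binding above 40%, roughly 3 SD of noise, on plates passing a quality check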;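 note: median bead fluorescence of bound FAM aptamer so fluorescent compounds give negative values; no value below 0 was filed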
# Starred values were filed as active, the others as inactive; x = no result given.
SMILES,VLA-4 inh,CR mimetic SO,MCL1 BIM primary,AGP1-GFP MLPCN,CIT2-GFP yeast,MEX-5 binding,BCLXL inh,GLD-1 TGE inh,GRK2 aptamer HTS
CCS(=O)(=O)c1ccc(-c2cccc(NC(=O)c3ccc(Br)o3)c2)nn1,-7.0,93.4,3.5,109.1,110.2,0.4,7.2,-6.3,0.0
C(=C\c1ccccc1)/CN1CCN(c2ncnc3c2oc2ccccc23)CC1,-1.5,110.4,7.9,104.1,101.4,0.9,6.0,-6.2,1.0
CC1(C)C(C=C(Cl)Cl)C1C(=O)NC(O)C(=O)c1ccccc1 (stereo not given),3.7,105.9,6.0,96.1,100.2,1.7,0.2,4.8,0.0
Cc1cc(C)c2nc(N(CCN(C)C)C(=O)c3ccc(S(=O)(=O)N(C)CC4CCCO4)cc3)sc2c1 (stereo not given),-5.2,100.0,10.2,95.6,106.4,-0.6,6.0,-3.1,0.0
Cc1cc(/C=N/N2CCN(C)CC2)c(C)n1-c1ccccc1F,0.9,88.3,-2.5,101.4,100.4,1.7,3.5,2.1,50.0*
O=C(NCCOC(=O)c1c(F)cccc1Cl)c1c(F)cccc1Cl,-0.2,93.8,x,96.8,90.8,-0.4,x,x,1.0
CCCn1c(N)c(N(CCOC)C(=O)c2cccc(F)c2)c(=O)[nH]c1=O,13.7,86.7,3.1,101.3,98.7,2.6,0.8,3.8,0.0
CN(Cc1ccc(F)cc1)Cc1nc(CCc2ccccc2)no1,2.5,109.3,-0.3,79.9,96.7,0.9,-1.7,0.1,1.0
Cc1cc(S(=O)(=O)N2CCCCC2CCNC(=O)C(=O)NC2CC2)ccc1F (stereo not given),-6.9,104.3,4.2,106.2,99.8,-1.4,5.9,5.1,2.0
N#C/C(=N\Nc1ccccc1[N+](=O)[O-])C(=N)N1CCCCC1,0.0,134.7,2.7,86.6,90.6,-0.5,7.8,5.7,0.0
CCCC(=O)Nc1sc2c(c1C(=O)OCC)CC(C)(C)OC2,12.2,112.0,0.5,95.4,92.3,1.3,0.7,4.5,7.0
CSc1nnc(C)c(=O)n1COC(=O)c1cc(Cl)ccc1[N+](=O)[O-],-14.8,103.5,3.2,99.2,104.9,-0.4,3.2,2.3,4.0
CCc1nc(SCC(=O)Nc2nnc(CC)s2)c2c(C)c(C)sc2n1,4.5,106.9,1.8,99.1,90.2,1.3,-1.8,2.8,2.0
Cc1ccccc1OCC(O)CN1CCN(C)CC1 (stereo not given),-4.2,109.5,2.4,102.6,104.8,0.8,-0.9,-0.7,1.0
NC(=O)CSc1nnc(-c2ccc(S(=O)(=O)N3CCOCC3)cc2)n1Cc1ccccc1,13.4,93.9,-2.6,97.4,105.3,-0.6,-5.7,4.3,0.0
O=C(CSCC(=O)OCC(=O)c1ccc(Br)cc1)Nc1ccc(Br)cc1,-2.1,104.8,4.3,97.5,92.0,-1.1,5.0,0.5,0.0
CC(C)(C)n1nc2c(c1NC(=O)c1ccc(S(=O)(=O)N3CCCC3)cc1)CS(=O)C2 (stereo not given),4.5,98.2,-4.6,102.4,100.0,0.2,4.1,1.1,0.0
COc1ccccc1C(=O)Nc1nc(-c2cccs2)c(NC(C)=O)s1,-16.6,91.2,6.4,x,102.3,0.6,-0.6,0.2,1.0
CC(=O)Cn1nnc2sc(-c3ccccc3)cc2c1=O,0.0,91.9,-2.7,97.5,83.3,2.5,0.4,-2.0,2.0
O=[N+]([O-])c1ccccc1OCCN1CCOCC1,13.8,97.7,6.5,98.4,99.5,1.2,12.1,2.6,1.0
Cc1nc2c(C)cccn2c(=O)c1NC(=O)c1ccc(Br)o1,6.4,100.5,-2.3,112.7,91.5,-0.4,2.4,8.4,0.0
O=C(COc1ccc2c3c(c(=O)oc2c1)CCCC3)NCC(O)c1ccccc1 (stereo not given),7.7,98.2,-2.7,97.1,101.3,1.0,-1.8,-2.6,1.0
COc1ccc(C2=NN(C(=O)CSc3nc(=O)n4ccc(C)cc4n3)C(c3ccc(C)cc3)C2)cc1 (stereo not given),0.5,96.0,4.9,107.1,100.1,-1.6,-1.2,-0.2,2.0
Cc1ccc(-c2nc(C=Nc3cccc(C)c3)c(O)o2)cc1,-5.3,94.8,-17.6,87.6,88.8,-13.0,-9.9,2.2,0.0
O/C(=C\Sc1nnc(Cc2ccccc2)o1)c1ccc(Br)cc1,18.8,101.1,3.8,99.0,98.9,-1.0,-5.9,-7.4,0.0
CCN1CCN(c2ccc(S(=O)(=O)N3CCOCC3)cc2NC(=O)CCC(C)C)CC1,-8.1,125.7,-10.4,105.0,103.8,1.0,-4.1,5.2,0.0
Cc1ccc(CN2C(=O)CCC2C(=O)NCCCN2CCCCC2C)cc1 (stereo not given),7.6,105.3,21.0,107.1,109.6,-11.9,18.1,0.9,0.0
CN(C1CCCCC1)S(=O)(=O)c1cccc2nsnc12,2.3,92.9,0.2,106.7,104.6,-0.6,0.7,-3.5,2.0
CCCCN(C(=O)c1ccc(Cl)cc1)C1CC2CCC(C1)N2C (stereo not given),4.5,93.6,3.2,102.3,93.6,-1.4,8.9,3.2,3.0
CCOC(=O)c1ccc(-c2ccc(C=O)o2)cc1,-0.3,98.0,3.4,98.2,92.7,-27.1*,4.0,0.7,0.0

# 4 of the compounds above, bar-delimited:
SMILES | VLA-4 inh | CR mimetic SO | MCL1 BIM primary | AGP1-GFP MLPCN | CIT2-GFP yeast | MEX-5 binding | BCLXL inh | GLD-1 TGE inh | GRK2 aptamer HTS
CSc1nnc(C)c(=O)n1COC(=O)c1cc(Cl)ccc1[N+](=O)[O-] | -14.8 | 103.5 | 3.2 | 99.2 | 104.9 | -0.4 | 3.2 | 2.3 | 4.0
CCc1nc(SCC(=O)Nc2nnc(CC)s2)c2c(C)c(C)sc2n1 | 4.5 | 106.9 | 1.8 | 99.1 | 90.2 | 1.3 | -1.8 | 2.8 | 2.0
Cc1ccccc1OCC(O)CN1CCN(C)CC1 (stereo not given) | -4.2 | 109.5 | 2.4 | 102.6 | 104.8 | 0.8 | -0.9 | -0.7 | 1.0
NC(=O)CSc1nnc(-c2ccc(S(=O)(=O)N3CCOCC3)cc2)n1Cc1ccccc1 | 13.4 | 93.9 | -2.6 | 97.4 | 105.3 | -0.6 | -5.7 | 4.3 | 0.0

# (next part)
SMILES,VLA-4 inh,CR mimetic SO,MCL1 BIM primary,AGP1-GFP MLPCN,CIT2-GFP yeast,MEX-5 binding,BCLXL inh,GLD-1 TGE inh,GRK2 aptamer HTS
O=C(CN1CCN(C(=O)N2CCCCC2)CC1)Nc1ccc(F)cc1,2.8,100.3,0.4,102.1,101.7,-2.2,0.9,7.6,4.0
NS(=O)(=O)c1ccc(-n2nncc2C23CC4CC(CC(C4)C2)C3)cc1,2.7,83.4,1.2,100.6,102.2,-0.2,6.2,2.6,1.0
O=C(CCc1nnc(-c2ccccc2)o1)NCC1CCN(C2CCCC2)CC1,-8.2,94.3,1.9,101.4,100.1,0.2,2.6,3.5,0.0
Cc1ccc(S(=O)(=O)N2CCN(C(=O)CSc3ccc(Cl)cc3)CC2)cc1,0.0,118.2,-1.5,92.6,90.5,-0.6,1.6,8.3,2.0
COc1ccc(CCNC(=O)c2cc(Cl)nc3ccccc23)cc1,5.0,109.4,-3.7,104.9,107.6,-2.7,2.8,7.3,16.0
COc1ccc(Nc2nccc(OC)c2C#N)cc1,24.6,120.0,11.2,100.9,96.9,0.6,11.6,4.4,2.0
Cc1ccc(Nc2c([N+](=O)[O-])ccc3nonc23)cc1C,3.3,110.2,0.6,98.6,94.1,1.1,15.4,-6.0,0.0
CCN1CCN(CC(=O)Nc2nc3ccc(OC)cc3s2)CC1,0.6,112.0,1.6,118.2,115.9,-4.1,-1.9,1.6,2.0
Cc1ccc(CNC(=O)CSc2ncn[nH]2)cc1,-39.4,93.3,-10.7,92.8,90.7,2.1,-2.9,7.2,0.0
Cc1ccc(-c2csc3nc(SCC(=O)Nc4ccc(Cl)c(C(=O)O)c4)[nH]c(=O)c23)cc1,7.8,89.9,10.1,100.2,101.7,-1.8,12.4,-4.4,1.0
Cc1cccc(OCCCCc2c(C)n[nH]c2C)c1,0.4,101.0,5.7,98.9,95.3,x,6.8,4.3,2.0
COCCn1c(SCC(=O)Nc2cc(C)nn2-c2ccccc2)nnc1-c1ccncc1,-1.2,97.6,9.9,104.7,116.0,-0.9,5.7,-1.5,5.0
O=C(NCc1ccco1)c1cccc(S(=O)(=O)N2CCN(Cc3ccccc3)CC2)c1,-18.6,139.1,0.5,106.7,106.4,2.2,3.8,-4.8,0.0
O=C(CCn1cnnn1)NC1CCCN(Cc2ccccc2F)C1 (stereo not given),2.1,94.1,5.3,90.6,86.8,0.1,3.9,0.3,1.0
COC(=O)CC1C(C(=O)OC)ON2OC(C(=O)OC)C(C(=O)OC)C12 (stereo not given),-2.3,112.4,1.2,100.0,108.4,-1.5,4.9,-1.2,2.0
CN(C)S(=O)(=O)c1cccc(NC(=S)N/N=C/c2cccc(O)c2)c1,8.9,87.2,6.0,104.9,103.6,1.0,1.6,0.2,3.0
CCOC(=O)c1[nH]c2ccc(OC)cc2c1N=CN(C)C,1.5,97.8,1.0,100.7,103.2,-1.4,0.2,5.4,0.0
O=C(Nc1ccc(S(=O)(=O)Nc2nccc(C3Cc4ccccc4C(=O)O3)n2)cc1)c1ccccc1 (stereo not given),0.3,104.5,13.1,x,92.8,-1.8,4.7,6.8,1.0
c1ccc(-c2nnc3n2N=C(c2ccc4c(c2)OCO4)CS3)nc1,-8.8,102.2,11.2,107.2,104.1,2.5,6.4,4.0,0.0
CCc1ccc(-c2csc3ncn(CC(=O)NCc4ccco4)c(=O)c23)cc1,-5.0,79.3,-0.3,94.0,91.0,-1.4,-2.5,-2.5,0.0
N/C(=N\c1nc(CSc2ccc(Cl)cc2)cc(=O)[nH]1)Nc1ccccc1C(F)(F)F,10.6,108.2,-7.3,97.2,92.4,2.0,0.5,9.3,2.0
Cc1ccc(CN(C)C2CCN(C)CC2)cc1,-10.7,105.2,11.0,89.9,91.2,1.5,1.4,-1.8,0.0
CCN(CC)CCCn1c(=S)[nH]c2cc(Cl)ccc2c1=O,2.1,72.5,4.7,87.4,96.5,0.1,4.7,0.2,4.0
O=C(O)c1cccc(Oc2cccc(Cl)n2)c1,1.4,105.3,6.5,101.2,99.2,-1.9,6.1,8.8,0.0
Cc1cc(NC(=O)CCCn2nc([N+](=O)[O-])c(Cl)c2C)no1,29.0,109.4,5.3,105.5,107.8,1.9,5.0,4.8,0.0
S=c1[nH]nc(COc2ccccc2)n1/N=C/c1ccc(Cl)cc1Cl,12.0,97.8,x,95.4,98.5,-0.6,x,x,1.0
Cc1ccc(N2CC(C(=O)Nc3ncc([N+](=O)[O-])s3)CC2=O)cc1 (stereo not given),7.0,108.0,10.6,101.1,96.7,0.6,2.3,-2.3,1.0
Cn1cnnc1SCC(=O)NN(c1ccccc1)c1ccccc1,7.0,93.4,7.0,104.2,107.5,3.1,3.9,3.4,0.0
O=C(O)c1ccccc1C(=O)Nn1cnnc1,3.2,96.3,-2.9,100.2,105.1,-0.1,-0.6,-5.1,0.0
Cc1cccc(N2CCN(C3=NC(=O)/C(=C\c4cn[nH]c4-c4ccccc4)S3)CC2)c1,-1.7,108.9,-2.9,95.2,98.3,0.2,4.0,-0.2,0.0
COc1ccc2cc(C(=O)C3CCCN(Cc4ccccn4)C3)ccc2c1 (stereo not given),-3.8,90.8,4.0,109.0,99.5,1.3,1.7,5.6,0.0
COc1ccccc1NC(=O)COC(=O)/C=C/c1ccc(OC)c(OC)c1,36.5,96.9,x,99.2,96.7,x,x,6.4,1.0
